West Nile antiviral – West Nile virus antiviral activity, cell-based, CPE readout (AID 1621). West Nile virus-infected cells, CPE inhibition; higher % means a stronger effect. CPE inhibition, % at 10 µM; hits with a dose series show IC50 in µM. actives 0.02% (n = 290,000); in the data active = a potency from the dose series; inconclusive = CPE inhibition mostly from about 3.7% at the one dose, without a potency; inactive = the rest, 99 in 100 with CPE inhibition below about 2.2%; also: strong numbers were not always called active
T cell modulator – modulates CD8 T cell binding to vesicles | 2C CD8+ T cell-vesicle binding, flow cytometry; hits give low values | calls only at 7 µM | actives 0.068% (n = 330,000);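 active = response, share of CD8 T cells binding vesicles, and their 90th percentile fluorescence all below set limits, cut at about 80% in these data, passing the limit was not always enough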
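Also added: QL9-peptide-loaded Drosophila micro-vesicles bearing Ld, ICAM-1 and B7-1; Test system: purified 2C TCR transgenic mouse naive CD8+ T cells; Measured by: cytometric PE anti-B7-1 and Alexa647 anti-CD8 signals after 1% paraformaldehyde fixation; Timing: binding step 1.5 h, 37 °C, antibody labelling 20 min, ice.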
WT yeast gro inh – growth inhibition of WT yeast, mitochondrial fusion screen; actives 2.1% (n = 190,000); inhibition, % at 10 µM; mitochondrial fusion phenotypic screen, WT strain; AID 1362; in the data active = inhibition above about 58%; tested in S. cerevisiae
Myeloid diff 2 – promotes myeloid progenitor differentiation; calls only at 10 µM; actives 1% (n = 360,000); ER-HoxA9 myeloid progenitors, lysozyme-GFP differentiation, flow cytometry;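 active = normalized GFP-positive differentiation at or above the plate's own cutoff, the solvent-only control mean plus 3 SD; inconclusive = no clear call, values can overlap the other calls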;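 also: cells exposed to compound for four days before flow analysis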
Large T inhibition – SV40 large T antigen inhibitors, biochemical (AID 1903); actives 0.39% (n = 310,000); SV40 large T antigen ATPase/helicase inhibition assay; higher % means a stronger effect; one-dose inhibition, % at 20 µM; IC50 in µM for titrated hits; in the data active = a potency from the dose series; inconclusive = inhibition mostly from about 32% at the one dose, without a potency; inactive = the rest, 99 in 100 with inhibition below about 32%; also: strong numbers were not always called active
MgcRacGAP inhibition – MgcRacGAP GTPase-activating activity inhibitors, confirmation, biochemical, ADP Hunter fluorescence; inhibition, % at 30 µM; hits with a dose series show IC50 in µM; actives 0.6% (n = 340,000); AID 624330; MgcRacGAP-stimulated Rac1 GTP hydrolysis, ADP Hunter fluorescence; higher % means a stronger effect; GST-tagged Rac1 F28L mutant substrate;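 active = first-screen hits whose inhibition reached a set limit at any dose in the follow-up dose series; inconclusive = inhibition above the set first-screen limit but never retested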;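 also: fluorescence reports GDP produced by GAP-driven GTP hydrolysis; strong numbers were not always called active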
bCat nuc transl – beta-catenin nuclear translocation modulation; nuclear translocation activity, % at 5 µM; HeLa beta-catenin nuclear translocation, immunofluorescence imaging; AID 1665; actives 0.3% (n = 190,000);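 active = nuclear translocation activity above 50% at 5 µM, with a well cell count of 50 or more; inconclusive = wells under 50 cells across six images, flagged as toxic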;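 also: per-cell ratio of nuclear to cytoplasmic median beta-catenin stain intensity; plate controls were DMSO negative control for no effect and GSK-3 inhibitor IX positive control for full effect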
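System: Human HeLa cells, endogenous beta-catenin | Compound dosing: 5 µM primary, 0.02–20 µM confirmation | Timing: 24 h compound exposure at 37°C, 5% CO2 | Measured by: Fluorescence imaging of beta-catenin antibody stain plus DAPI | Read-out basis: % activation of per-cell nuclear versus cytoplasmic median beta-catenin signal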
PhoP inhibition – inhibitors of PhoP regulon expression, primary screen, Salmonella Typhimurium, GFP reporter (AID 1863); inhibition, % at 50 µM; hits with a dose series show IC50 in µM; actives 0.16% (n = 300,000); S. Typhimurium PhoP-regulated promoter GFP reporter, 4 h; higher % means a stronger effect;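 active = inhibition over 29.93%, a cutoff 3 SD above the screen mean, later confirmed by dose response; inconclusive = inhibition over 29.93% but no dose response follow-up; inactive = inhibition at most 29.93% or unconfirmed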;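 also: 0% = low Mg2+ inducing control and 100% = high Mg2+ repressing control; strong numbers were not always called active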
RSV CPE inhibition – inhibition of RSV-induced cytopathic effect – HEp-2 cells, primary 10 µM value included (AID 2391) | one-dose CPE inhibition, % at 10 µM; IC50 in µM for titrated hits | HEp-2 cells, RSV-induced CPE inhibition; higher % means a stronger effect | actives 0.13% (n = 310,000); in the data active = a potency from the dose series; inconclusive = CPE inhibition mostly from about 23% at the one dose, without a potency; inactive = the rest, 99 in 100 with CPE inhibition below about 21%; also: strong numbers were not always called active
WT yeast gro inh mutant strain – further read-out of WT yeast gro inh, marked with its call; inhibition, %; mitochondrial fusion phenotypic screen, mutant strain inhibition
bCat nuc transl cell count 5 µM – further read-out of bCat nuc transl, marked with its call; cell count; measured here: cell count, cytotoxicity flag
T cell modulator vesicle-bound % – further read-out of T cell modulator, marked with its call; double positive events, %; measured here: CD8+ vesicle-bound cell fraction;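 binding gate set so that unloaded-vesicle control wells show 10% double positive cells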
Myeloid diff 2 GFP+ MAC1+ % – also measured in Myeloid diff 2; calls as there; GFP+ MAC1+ double positive, %; measured here: differentiation confirmed by MAC1 staining
The depositor's hits bear a star; i = inactive; u = inconclusive; x = no result given.

SMILES	West Nile antiviral	T cell modulator	T cell modulator vesicle-bound %	WT yeast gro inh	WT yeast gro inh mutant strain	Myeloid diff 2	Myeloid diff 2 GFP+ MAC1+ %	Large T inhibition	MgcRacGAP inhibition	bCat nuc transl	bCat nuc transl cell count 5 µM	PhoP inhibition	RSV CPE inhibition
CCN1C(=O)[C@H]2[C@@H](c3ccc(-c4ccc(F)cc4)cc3)N3CCCC[C@@]3(C(=O)OC)[C@H]2C1=O	x	i	17	x	x	i	1.8	17%	3%	x	x	-6%	1.0%
CCOC(=O)[C@@H]1[C@H]2COc3ccccc3[C@@H]2N2C(=O)N(c3ccc(OC)cc3)C(=O)[C@@]12C	-1.0%	i	21	x	x	i	0.3	12%	12%	x	x	x	-0.6%
Cc1ccc(N2C(=O)C(Cc3ccccc3)NC2=S)cc1 (centres undefined)	0.2%	i	49	18	15	i	2.1	2%	-10%	-3.6	1137	-12%	-0.8%
O=C(NCCCn1ccnc1)/C(=C\c1cccs1)NC(=O)c1ccco1	0.9%	i	50	-16	-12	i	0.4	3%	4%	-0.4	915	2%	0.8%
O=C(CCCNS(=O)(=O)c1cccc2nsnc12)NCc1ccc(F)cc1	0.1%	i	33	-3	10	i	0.6	1%	3%	-1.1	1073	-5%	0.4%
CC1(c2ccccc2)NC(=O)N(Cc2ccc([N+](=O)[O-])cc2)C1=O (centres undefined)	-0.8%	i	49	-1	-3	i	2.4	1%	7%	0.2	1001	3%	9.2%
COc1cccc(N(CC(=O)NC(C)(C)C)C(=O)C2CSC(=O)C2)c1 (centres undefined)	-0.6%	i	24	-32	-7	i	0.5	0%	6%	-2.1	1042	-10%	0.5%
CC(NC(=O)CN1c2cccc3cccc(c23)S1(=O)=O)c1ccc(S(N)(=O)=O)cc1 (centres undefined)	x	i	22	x	x	i	0.9	9%	-3%	x	x	-2%	1.3%
CCOc1ccc(NC(=S)NC(=O)c2c(Br)cnn2C)c([N+](=O)[O-])c1	-0.9%	i	2	36	20	i	0.2	17%	6%	x	x	8%	1.1%
CN(C)CCCN(Cc1ccccc1)C(=S)Nc1cccc(C(F)(F)F)c1	2.8%	i	43	-9	-3	i	1.2	20%	3%	-1.9	1137	12%	6.7%
Cc1cc(C)n(C(=O)c2nn(C)c(C)c2[N+](=O)[O-])n1	0.3%	i	46	-6	0	i	0.5	5%	6%	3.2	416	1%	1.1%
COc1ccc(-c2nc(-c3ccc(NC(=O)c4ccc(Br)o4)cc3)no2)cc1OC	-0.1%	i	44	-27	-36	i	0.8	0%	7%	-2.6	947	-20%	7.9%
O=C(CNc1cccc(Cl)c1)NNC(=S)NCc1ccccc1	-0.7%	i	22	22	6	i	0.5	26%	6%	0.4	1479	-7%	4.4%
CC1CCCCN1S(=O)(=O)c1ccc(S(=O)(=O)N(CC(=O)Nc2ccccc2)Cc2cccs2)cc1 (centres undefined)	-1.9%	i	30	0	-3	i	0.8	8%	2%	0.3	936	-15%	8.0%
CCOC(=O)c1ccc(NCc2ccc3c(c2)OCO3)cc1	0.1%	i	16	7	-8	i	1.3	3%	1%	0.6	1421	7%	8.1%
COCCOc1ccc(C(F)(F)F)cc1NC(=O)COC(=O)c1cc[n+]([O-])cc1	x	i	17	x	x	i	0.6	0%	15%	x	x	-5%	-0.6%
COc1ccc(N(C)S(=O)(=O)c2cccc3nsnc23)cc1	0.0%	i	63	-12	-8	i	0.1	12%	5%	0.2	1119	2%	-0.7%
CCCCCC/C=C/c1ccc(OC)c([C@H]2[C@H]3C=CC[C@@H](C)[C@@H]3C(=O)N2Cc2ccccc2)c1	-1.0%	i	42	x	x	i	1.4	6%	7%	-2.5	1191	-3%	-1.2%
CCn1c(Cc2ccccc2)nnc1SCC(=O)Nc1ccc(C)cc1	-0.1%	i	22	-15	-5	i	6.7	4%	-4%	-0.5	1080	-4%	1.0%
Cc1c(CCOC(=O)c2ccc(N3CCOCC3)c([N+](=O)[O-])c2)sc[n+]1CC#N	0.5%	i	20	x	x	i	1.0	32%	11%	-1.3	1383	-6%	-0.4%
N#Cc1ccc(CN2CCN(C(=O)CCNS(=O)(=O)c3ccc(F)c(Cl)c3)CC2)cc1	x	i	31	x	x	i	1.7	x	4%	x	x	x	5.2%
COC(=O)C1CCN(S(=O)(=O)Cc2ccccc2Cl)CC1	0.2%	i	52	x	x	i	0.3	3%	7%	x	x	-3%	3.8%
CCN(CC)S(=O)(=O)c1ccc(N2CCCCC2)c(NC(=O)C2=COCCO2)c1	x	i	59	x	x	i	1.0	-5%	7%	x	x	0%	u
Cc1noc(C)c1C(=O)OCC(=O)N1CCN(S(=O)(=O)c2ccc3ccccc3c2)CC1	-0.1%	i	17	x	x	i	0.2	23%	4%	0.1	1295	-10%	2.6%
CCNC(=O)CSC1=N/C(=C\c2ccc(O)c(OCC)c2)C(=O)N1c1ccc(OC(F)F)cc1	-0.6%	i	62	x	x	i	0.7	17%	8%	x	x	-2%	3.5%

Going on with the list:
SMILES	West Nile antiviral	T cell modulator	T cell modulator vesicle-bound %	WT yeast gro inh	WT yeast gro inh mutant strain	Myeloid diff 2	Myeloid diff 2 GFP+ MAC1+ %	Large T inhibition	MgcRacGAP inhibition	bCat nuc transl	bCat nuc transl cell count 5 µM	PhoP inhibition	RSV CPE inhibition
CCOC(=O)Cn1c(=O)oc2ccc(C)cc21	-0.3%	i	20	0	0	i	0.4	7%	-1%	-0.5	1564	-6%	1.8%
O=C(Cc1ccc(S(=O)(=O)N2CCOCC2)s1)Nc1cc(C(F)(F)F)ccc1N1CCCC1	x	i	51	x	x	i	0.5	14%	7%	x	x	4%	1.4%
CCCCN1CCc2c([nH]c3c(C)cccc23)C1=O	-0.7%	i	15	-2	-11	i	0.3	16%	9%	-2.1	1207	0%	2.7%
CCOc1cc2[nH]c(=S)n(C3CC3)c(=O)c2cc1OCC	-0.9%	i	46	-2	5	i	0.1	29%	7%	-5.3	1136	-8%	1.0%
Cc1ccc(S(=O)(=O)c2nc(-c3ccco3)oc2SC(C)C)cc1	-0.9%	i	23	x	x	i	6.0	1%	6%	x	x	7%	5.5%
Cc1cccn2c(=O)c3cc(C(=O)N4CCN(C(=O)c5ccco5)CC4)n(C)c3nc12	x	i	14	18	23	i	0.3	11%	6%	-0.9	1293	-1%	0.7%
CC1CCCN(C(=O)C2CCN(c3ncnc4c3nc3n4CCCCC3)CC2)C1 (centres undefined)	-0.1%	i	29	x	x	i	0.8	10%	6%	x	x	-12%	2.4%
O=C(NN1C(=O)C2CCCCC2C1=O)c1ccco1 (centres undefined)	0.6%	i	10	x	x	i	0.5	23%	14%	0.6	1261	-11%	x
NC(=O)c1ccc(SCC(=O)OCC(=O)NCC2CCCCC2)c([N+](=O)[O-])c1	x	i	30	x	x	x	x	6%	8%	x	x	-8%	-0.9%
CCOc1c(Cl)cc(C(=O)Nc2ccccc2-c2ccccc2)cc1Cl	x	i	41	23	4	i	1.4	0%	9%	1.2	1277	0%	7.7%
COc1ccc(-c2cc(C(=O)Nc3c(C)n(C)n(-c4ccccc4)c3=O)c3ccccc3n2)c(OC)c1	0.2%	i	31	x	x	u	x	15%	4%	x	x	-3%	3.7%
Cc1ccc(N(CC(N)=O)C2SC(=O)N(Cc3cccc(C(=O)O)c3)C2=O)cc1 (centres undefined)	-0.4%	i	27	5	1	i	1.1	0%	13%	-2.0	1329	4%	-0.6%
COc1ccc(-n2nc(C(=O)N3CCN(c4ccc(F)cc4)CC3)c3ccccc3c2=O)c(OC)c1	0.8%	x	x	27	8	i	0.8	14%	2%	0.3	910	9%	x
COC(=O)[C@@H]1C[C@@]2(O)[C@@H](O)[C@@H](O)[C@@H](O)C[C@H]2N1CC1CCCCC1	0.9%	i	4	x	x	i	1.6	1%	7%	-1.1	1387	-2%	0.6%
Cc1ccc(NC(=O)CSC2=C(C#N)C(c3ccc4c(c3)OCO4)CC(=O)N2)cc1C (centres undefined)	0.3%	i	31	-1	-12	i	0.6	0%	7%	-0.3	1210	8%	x
CC(=O)c1cc(F)c(N2CCOCC2)cc1C	-0.4%	i	43	-12	-5	i	6.2	14%	17%	x	x	-9%	12%
Cc1cccc(OCC(=O)Nc2ccc(C(=O)NCc3cccnc3)cc2)c1	x	i	41	38	23	x	x	9%	x	x	x	-6%	2.6%
CCOC(=O)c1cccc(NC(=O)CCS(=O)(=O)c2cccc3nsnc23)c1	x	i	52	-3	10	i	1.3	14%	5%	4.1	990	-1%	1.6%
O=C1C=C(c2ccc(CO)cc2)C[C@@H](c2ccc3c(c2)OCO3)C1	x	i	36	x	x	i	1.2	x	13%	x	x	x	0.4%
CC(C)Cn1c(SCC(=O)Nc2ccc3[nH]c(=O)[nH]c3c2)nc2ccccc2c1=O	x	i	16	x	x	i	0.3	10%	-4%	x	x	-2%	15%
COc1ccc(NC(=O)CN2CCN(S(=O)(=O)N(C)C)CC2)cc1	0.5%	i	37	x	x	i	0.6	4%	7%	x	x	4%	1.2%
COC(=O)Cc1c[nH]c2cccc(OCC(O)CN(Cc3ccc([N+](=O)[O-])cc3)C(C)(C)C)c12 (centres undefined)	-0.4%	i	34	10	-6	i	1.0	7%	5%	1.6	1383	-5%	12%
Cc1c(F)cccc1NS(=O)(=O)c1ccc2c(c1)n(C)c(=O)c(=O)n2C	0.0%	i	40	x	x	i	0.8	-1%	0%	x	x	4%	-0.3%
CC(=O)c1ccc(N(CC(=O)NC2CCCCC2)C(=O)c2csnn2)cc1	-0.3%	i	44	x	x	x	x	15%	6%	x	x	4%	3.3%
COCCCn1c(=O)c2sccc2n2c(CCCC(=O)NCc3cccc(OC)c3)nnc12	0.2%	i	22	x	x	i	0.2	4%	1%	x	x	-1%	2.9%
Cc1nc(N2CCN(c3ccccc3)CC2)nc2c1C(=O)CCC2	0.5%	i	14	-13	-1	i	0.9	2%	6%	x	x	-9%	20%

Compound activity (PubChem)
